High-throughput results: PubChem BioAssay, several laboratories
Tat export inh – blocks Tat-dependent protein export in E. coli. 340,000 compounds, 0.036% hits. E. coli MC4100 TorA-mCherry Tat export, fluorescence. AID 488895. inhibition, % at 10 µM;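 active means mean replicate inhibition at least 50% and at least half of replicates individually reaching 50%; inconclusive means only one of the two criteria met; inactive means neither criterion met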;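 further: exported cargo escapes ClpAP degradation while cytoplasmic cargo is degraded and loses fluorescence; 0% = median of neutral control wells and 100% = median of NaSCN control wells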
Wnt act – activators of Wnt/beta-catenin signaling; Wnt/beta-catenin reporter cell assay, activator, plate reader; activation, % at 9.35 µM; 300,000 compounds, 1.2% hits; AID 743398; in the data active means activation above about 30%, passing the limit was not always enough; inconclusive means no clear call, values can overlap the other calls;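 further: 0% = neutral control wells and 100% = positive control wells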
SR-BI DiI-HDL act – activators of SR-BI mediated HDL lipid uptake; CHO ldlA[mSR-BI] cells, DiI-HDL uptake fluorescence, 3 h; 100 = double the neutral-control signal; activation, % at 12.5 µM; 320,000 compounds, 0.096% hits; AID 504775;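 active means mean replicate activation of at least 60% and every replicate at or above 60%; inconclusive means mean or all-replicate condition met, but not both; inactive means mean below 60% and not all replicates reaching 60%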;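 further: 0% = median plate neutral-control signal and 100% = twice that signal; values of inactives mirror those of a sister screen read the other way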
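Test system: SR-BI-overexpressing, LDLR-lacking CHO cells; Medium: Ham's F12 with 0.5% BSA, HEPES 25 mM, pH 7.4; Schedule: 3 h, 37 °C; Technique: bottom-read fluorescence, 550/595 nm.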
AddAB inh – less growth of phage-infected E. coli with AddAB; inhibition, % at 11.9 µM; AID 435030; 330,000 compounds, 0.29% hits; E. coli expressing H. pylori AddAB, absorbance growth; in the data active means inhibition above about 12%;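 further: 0% = vehicle wells of infected cells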
E coli growth – counter-screen for AddAB inhibitors: E. coli growth inhibition | E. coli V3065 growth, OD600 absorbance, 18 h | inhibition, % at 11.9 µM | 330,000 compounds, 0.27% hits | AID 449728;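 active means inhibition above the campaign's mean inhibition across all tested compounds plus 3 SD, cut at about 9.9% in these data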;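 further: uninfected addAB+ strain grown without phage in ampicillin broth; 0% = DMSO wells and 100% = ciprofloxacin 0.95 µg/ml wells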
MITF act – increases MITF-driven TRPM1 promoter luciferase signal. SK-MEL-5 TRPM1-promoter luciferase, 24 h; % of positive control, neutral wells = 0. activation, % at 12.5 µM. AID 588334. 300,000 compounds, 0.75% hits;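 active means mean activation of at least 80% with every replicate also reaching 80%; inconclusive means mean reaches 80% but some replicate falls short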;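 further: 0% = neutral control wells and 100% = parthenolide positive control wells; values of inactives mirror those of a sister screen read the other way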
phage Ecoli inh – E. coli growth loss with phage present; growth absorbance; inhibition, % at 11.9 µM; 360,000 compounds, 0.26% hits; in the data active means inhibition above about 11%
SR-BI DiI inh – blocks mouse SR-BI lipid uptake from DiI-HDL. inhibition, % at 12.5 µM. AID 488896. ldlA[mSR-BI] CHO cells, DiI-HDL uptake fluorescence, 3 h. Q61009. 320,000 compounds, 0.96% hits;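 active means mean replicate inhibition of at least 70% and a set share of replicates each scoring 70 or more; inconclusive means meets just one of the two criteria; inactive means fails both criteria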;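 further: 0% = median of neutral control wells and 100% = median of positive control wells; values of inactives mirror those of a sister screen read the other way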
Target sequence (Q61009 whole entry, looked up): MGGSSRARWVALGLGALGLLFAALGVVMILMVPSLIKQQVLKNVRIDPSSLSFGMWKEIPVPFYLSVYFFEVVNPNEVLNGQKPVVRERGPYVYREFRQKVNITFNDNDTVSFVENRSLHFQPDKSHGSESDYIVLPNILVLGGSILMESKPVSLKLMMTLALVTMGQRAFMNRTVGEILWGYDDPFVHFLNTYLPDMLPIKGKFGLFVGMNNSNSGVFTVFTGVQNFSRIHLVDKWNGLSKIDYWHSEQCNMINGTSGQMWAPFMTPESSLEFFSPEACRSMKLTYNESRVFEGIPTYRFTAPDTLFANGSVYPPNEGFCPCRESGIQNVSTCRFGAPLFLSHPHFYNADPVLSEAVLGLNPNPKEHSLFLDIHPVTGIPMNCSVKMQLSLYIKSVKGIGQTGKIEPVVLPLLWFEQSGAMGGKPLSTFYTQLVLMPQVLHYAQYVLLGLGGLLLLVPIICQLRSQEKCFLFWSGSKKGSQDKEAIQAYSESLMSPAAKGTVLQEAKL
CAL PDZ FP-1 – blocks peptide binding to human CAL PDZ domain; Q9HD26; purified CAL PDZ, TMR-peptide fluorescence polarization, 1 h; inhibition, % at 20 µM; 330,000 compounds, 0.02% hits; AID 504414;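 active means highest replicate inhibition of at least 40%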;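 further: plate controls were DMSO neutral control wells for no effect and unlabeled competitor peptide control wells for full effect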
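Test system: purified CerCALP PDZ construct; Compound dosing: one concentration, 20 µM compound; Also added: TMR-labelled reporter peptide T*-PRC34 bound in PDZ groove; Read-out: inhibition from polarization loss; Controls: unlabelled peptide and DMSO controls; Signal: FP readout, S and P plane fluorescence; Incubation: 1 h at RT.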
CAL PDZ FP-2 – inhibitors of human CAL PDZ peptide binding. purified CAL PDZ, TMR-peptide fluorescence polarization, 1 h. 300,000 compounds, 0.92% hits. inhibition, % at 24.9 µM. AID 602252;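 active means mean inhibition of at least 30% with at least half of replicates also reaching 30%; inconclusive means no clear call, values can overlap the other calls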;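 further: 0% = DMSO neutral control and 100% = excess unlabeled competitor peptide PRC23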
The depositor's hits bear a star; ? = inconclusive; / = no result given.

item	mol	Tat export inh	Wnt act	SR-BI DiI-HDL act	AddAB inh	E coli growth	MITF act	phage Ecoli inh	SR-BI DiI inh	CAL PDZ FP-1	CAL PDZ FP-2
1	Cc1noc(C)c1CSCC(=O)Nc1ccc(S(=O)(=O)C(F)F)cc1	-1	-4	-10	0.7	0.6	14	0.5	10	-0.5	/
2	CC(C)(C)N(Cc1ccccc1)C(=O)COC(=O)c1ccc2ccccc2n1	11	-5	29	-0.2	1.6	-5	3.8	-29	-0.7	-3
3	CCOCCc1nnc(NC(=O)CCS(=O)(=O)c2ccccc2)s1	-7	-2	/	4.0	-0.8	-1	1.4	/	-2.8	-1
4	O=c1[nH]c(SCc2ccc([N+](=O)[O-])cc2)nc2[nH]ncc12	3	14	-1	1.5	1.8	-7	1.4	1	-2.7	-4
5	Nc1c(C(=O)Nc2ccc3c(c2)OCCO3)nnn1Cc1cccc(F)c1	-4	?	-19	2.4	1.7	115*	3.1	19	-2.1	-3
6	CCOC(=O)C1CCCN(C(=O)c2cn(CC)c(=O)c3cc(OC)c(OC)cc23)C1 (centres undefined)	19	5	35	3.2	0.6	-5	0.8	-35	-3.3	-3
7	CCOC(=O)c1cc(-c2csc(-c3ccc(C(F)(F)F)cc3)n2)on1	3	29	34	1.7	0.7	0	3.2	-34	-1.9	2
8	Cc1ccc(C(=O)COC(=O)C2CC(=O)N(c3nc(-c4ccccc4)cs3)C2)cc1C (centres undefined)	-4	-3	-8	-2.5	0.3	/	1.6	8	-0.6	1
9	CCN(CC)S(=O)(=O)c1ccc(=O)n(CC(=O)N2Cc3ccccc3CC2C(N)=O)c1 (centres undefined)	?	2	18	/	/	-7	3.5	-18	-1.2	-2
10	COC(=O)c1ccc(CN2CCN(Cc3ccc(F)cc3)C(CCO)C2)cc1 (centres undefined)	-1	-2	17	1.9	1.2	9	0.3	-17	-0.4	-1
11	CCOc1ccccc1N1CCN(C(=O)c2ccc3[nH]c4c(c3c2)CCCC4)CC1	-2	7	11	0.5	1.3	-8	-0.1	-11	-0.7	-3
12	Cc1ccc(-c2nc(CS(=O)CC(=O)NC(C)CCc3ccccc3)c(C)o2)cc1 (centres undefined)	11	3	-33	0.6	-0.4	-17	-0.6	33	-3.3	0
13	O=C(c1ccc(F)cc1)N1CCN(c2ccccn2)CC1	2	1	-13	4.4	-1.4	-3	1.4	13	0.0	-7
14	O=C(CN1CCC(Cc2ccccc2)CC1)NC(=O)NC1CCCCC1	3	-2	25	0.9	0.8	9	4.8	-25	19	-4
15	O=C(NCCCn1ccnc1)c1ccc(-c2cccc(Cl)c2Cl)o1	-7	1	-3	2.5	-0.3	14	-0.5	3	-2.6	/
16	COc1ccc(Oc2ccc(N/C=C3/CCCC3=O)cc2)cc1	-2	0	-22	-0.7	-1.6	-1	2.8	22	0.0	0
17	O=C1C(Cc2ccccc2)Nc2ncnc(N3CCCCC3)c2N1Cc1ccccc1 (centres undefined)	-1	0	4	-0.4	0.4	/	3.3	-4	-1.3	-1
18	O=C(CCC(=O)OCCCC(F)(F)C(F)(F)F)Nc1ccccc1	2	0	41	0.3	-0.4	3	4.1	-41	0.0	7
19	O=C(CCCc1ccccc1)Nc1ccccc1C(F)(F)F	-2	-1	-13	1.5	0.1	/	3.6	13	0.4	-5
20	C=C(Br)Cn1c(CC)nc2ccccc21	3	-5	9	1.9	-0.8	8	-0.3	-9	0.1	1
21	Cc1ccc(C2CC(c3cccs3)=NN2C(=O)CCl)cc1 (centres undefined)	5	18	/	-2.0	-1.0	-52	2.2	/	/	91*
22	O=C(NC1CC1)C1CCN(c2ncccn2)CC1	0	1	20	-1.1	-1.4	-5	3.4	-20	-1.9	-4
23	COc1ccc(-c2noc(CN3CCN(c4ccccc4)CC3)n2)cc1	-2	0	9	1.6	-0.5	3	2.3	-9	-0.7	-3
24	N#CC(C(=O)Nc1ccccc1)=C1CCCCC1	-3	28	7	2.8	0.2	2	0.2	-7	-2.9	1
25	Cn1nnnc1SCC(=O)Nc1cc(C(=O)O)cc(C(=O)O)c1	2	/	14	-1.4	-2.2	-1	3.1	-14	0.5	2
26	CC(C)(C)c1csc(NC(=O)c2cccnc2Cl)n1	10	17	4	6.5	5.7	21	4.6	-4	-1.3	0
27	CC(=O)Nc1ccc(NC(=O)Nc2ccccc2C)cc1	1	13	/	0.5	-1.2	4	1.4	/	0.8	5
28	O=C(c1cc2cc(Cl)cc(Cl)c2oc1=O)N1CCOCC1	3	/	/	-0.3	1.0	-10	4.6	/	-0.2	-3
29	O=C(Nc1cc(-c2ccccc2)nn1C1CCCCC1)c1ccc(Cl)cc1	1	0	-45	2.1	2.4	-1	1.3	45	-0.2	0
30	Cc1ccc(/C=N/N=C2\SCC(=O)N2CC2CC2)cc1	6	4	-4	1.7	1.4	11	0.8	4	-2.0	-3
31	Cc1ccccc1C(=O)Nc1ccc2nc3n(c(=O)c2c1)CCCC3	-4	4	0	-3.0	-2.3	30	-0.1	0	-2.5	-8
32	c1coc(C2Nc3ccccc3C3OCCC23)c1 (centres undefined)	-4	7	15	4.3	-1.5	/	0.6	-15	0.0	-3
33	COc1ccc(CCNC(=O)CN(c2ccc(C)cc2)S(=O)(=O)c2c(C)noc2C)cc1OC	-3	-3	15	1.0	0.8	-5	1.7	-15	-0.8	/
34	COC(=O)C(O)(NC(=O)OCc1ccccc1)C(F)(F)F (centres undefined)	-1	/	15	2.6	1.0	6	0.6	-15	-0.5	/
35	CCOc1ccc(C(=O)NCc2cccnc2)cc1[N+](=O)[O-]	-13	-2	-4	2.0	-0.5	10	4.0	4	-2.9	-2
36	CC(C)CN(C(=O)CCC(=O)OCC(=O)N(C)c1ccccc1)c1c(N)n(CC(C)C)c(=O)[nH]c1=O	-7	0	37	6.4	0.4	-9	2.7	-37	-0.7	3
37	Cc1ccc(NC(=O)N2CCc3ccccc32)cc1	-3	18	-13	3.5	-2.5	6	5.3	13	-0.2	-2
38	Cc1c(CC(=O)NCC(=O)N[C@H](Cc2ccccc2)C(=O)O)c(=O)oc2cc(O)ccc12	2	0	-1	-2.2	-0.3	-3	2.5	1	-0.1	4
39	CC(NC(=O)c1ccccc1O)c1ccccc1 (centres undefined)	-1	/	/	5.3	0.0	8	3.0	/	-2.7	-2
40	Clc1ccc(SCc2cn3cccnc3n2)cc1	1	10	15	3.0	0.5	49	3.6	-15	-2.3	-6
41	CC[C@]12c3[nH]c4cc(CCC(=O)N(C)C)ccc4c3CCN1C(=O)[C@@H](CC(=O)NC/C=C(\C)CCC=C(C)C)C[C@@H]2C(=O)N1CCN(C(=O)c2ccco2)CC1	30	/	0	-1.9	-1.6	-51	/	0	0.7	-1
42	O=S(=O)(NCc1ccc(Cl)cc1)NCc1ccccc1F	-6	-2	14	1.6	0.9	-10	4.3	-14	-3.3	0
43	N#Cc1ccc(-n2c(-c3ccccc3)nnc2-c2ccccc2)cc1C#N	6	/	-30	-0.1	-1.1	11	0.2	30	0.3	-1
44	CCN(CC)S(=O)(=O)c1ccc(N2CCCCC2)c(NC(=O)C2=COCCO2)c1	-2	-2	-17	0.8	0.6	3	-0.5	17	-3.6	-4
45	O=C(Nc1ccc(N2CCN(C(=O)c3ccco3)CC2)cc1)c1ccc(F)cc1	4	-6	-51	1.9	1.4	/	4.3	51	/	-5
46	COc1ccc(OCC(=O)Nc2ncc3c(n2)CC(C)(C)CC3=O)cc1	-1	/	-1	0.7	2.0	-4	1.6	1	-1.2	0
47	COc1cccc(C(=O)Nc2ccccc2OC(F)(F)F)c1	4	0	-2	1.6	0.4	10	4.3	2	13	-2
48	O=[N+]([O-])c1ccc(O)c(-c2nc(-c3ccccc3)c(-c3cccs3)[nH]2)c1	1	4	-84	-0.3	-0.6	/	4.5	84*	-4.6	-4
49	Clc1ccccc1Cn1nnc2c(N3CCOCC3)nc(C3CC3)nc21	4	/	-1	0.1	0.6	13	1.8	1	-0.4	-2
50	COC1=C(C)C(O)=C(C(=O)/C=C/c2ccccc2)C(=O)C1(C)C	-4	3	7	1.8	0.7	5	-0.6	-7	-0.8	-2
51	CN(Cc1ccccn1)Cc1cn(Cc2ccccc2)nc1-c1ccc2c(c1)OCO2	-3	-1	21	1.3	-3.9	6	-0.8	-21	0.3	0
52	CCc1ccc(NC(=O)CSc2nc3ccccc3c(=O)n2CCCC(=O)N2CCCC2)cc1	5	/	5	3.1	2.2	-14	2.3	-5	-0.5	-1
53	NS(=O)(=O)c1ccc(NC(=S)NC(=O)/C=C/c2cccs2)cc1	-1	0	8	-0.3	1.6	0	1.9	-8	-1.1	0
54	C=CCn1c(=O)c2c(nc(Br)n2Cc2ccccc2Cl)n(C)c1=O	6	-5	2	0.9	0.6	/	2.5	-2	-1.3	/
55	Cc1ccccc1CN1CCNC(=O)C1CC(=O)N(C)CCC1CCOCC1 (centres undefined)	10	-1	8	1.4	-0.2	-9	1.3	-8	-0.3	/
56	O=C(Nc1ccccc1)c1cc2ccc3ccccc3c2s1	1	66*	-20	0.0	0.8	42	-1.2	20	-2.5	/
